Growth percent in the NCI-60 one-dose screen (48 h, 10 µM unless noted): 100 = growth as untreated, 0 = no growth, -100 = all killed.
NCI-H522 – NCI-H522 lung cancer. AID 1794739. actives 8% (n = 78,000)
UO-31 – UO-31 renal cancer. actives 5.2% (n = 81,000)
CAKI-1 – CAKI-1 renal cancer. actives 4.7% (n = 75,000). AID 1794772
TK-10 – TK-10 renal cancer cells | actives 3.9% (n = 81,000)
RXF 393 – RXF 393 renal cancer cells; actives 6.9% (n = 77,000)
NCI-H460 – NCI-H460 lung cancer; actives 6.8% (n = 82,000); AID 1794736
ACHN – ACHN renal cancer | actives 4.9% (n = 81,000)
NCI-H322M – NCI-H322M lung cancer; actives 2.7% (n = 80,000); AID 1794733
786-0 – 786-0 renal cancer cells | actives 5.1% (n = 81,000)
* marks the source's active call; other numbers are inactive results; · = no result given; & = joins results of further samples. How the source made its calls: active means growth percent below 10; inactive means the rest. Compounds were not picked by outcome; 11% or so of the library scored in one or more.

SMILES	NCI-H522	UO-31	CAKI-1	TK-10	RXF 393	NCI-H460	ACHN	NCI-H322M	786-0
Cc1ccc(C(=O)c2ccc([N+](=O)[O-])cc2)cc1	105	91	102	101	111	107	103	121	93
CC(C)C[C@H](N)C(=O)NS(=O)(=O)c1cccc(Cl)c1	89	84	87	92	98	87	96	96	92
COc1ccc(-c2cc(C(=O)N3N=C(c4ccc(N)cc4)CC3c3ccc(OC)cc3)c3cc(OC)ccc3n2)cc1 (stereo not drawn)	29	57	·	94	68	85	54	93	19
CS(=O)(=O)c1nccc(-c2c(-c3cccc(OCc4ccc(F)cc4)c3)nc3occn23)n1	82	71	84	99	100	97	87	90	100
COc1ccc(CCNC(=O)c2c(C)n([O-])c3ccc(OC)cc3[n+]2=O)cc1	72	20	107	134	·	112	107	148	104
CN(C)c1ccc(-c2ccc3[nH]c(=O)nc(-c4ccccc4)c3c2)cn1	19	53	50	83	64	18	48	78	45
O=C1C2CCCN2C(=O)c2ccccc2N1Cc1cn(-c2ccc(Br)cc2)nn1 (stereo not drawn)	99	73	95	110	106	104	97	103	104
CCCCCCCCCCCCCCCCNCCC[C@@H](C)[C@H]1CC[C@H]2[C@@H]3[C@H](OCCCN)C[C@@H]4C[C@H](OCCCN)CC[C@]4(C)[C@H]3C[C@H](OCCCN)[C@]12C	-44*	-53*	-71*	-60*	-41*	-45*	-26*	-77*	-43*
COC(=O)C1CC(n2cc(S(=O)(=O)c3ccc(C)cc3)nn2)CN1C(=O)c1cc(OC)c(OC)c(OC)c1 (stereo not drawn)	88	87	103	98	115	101	106	101	104
Cc1cc(C)c2c(Nc3ncnc4c3sc3nc(C)cc(C)c34)onc2n1	86	88	102	107	106	101	92	97	104
Nc1c(Cl)cc(S(N)(=O)=O)cc1S(N)(=O)=O	87	86	97	101	104	103	100	95	105
CC1(C)CC(=O)C2=C(C1)Nc1cc3c(cc1C2c1ccc2c(c1)OCO2)OCO3 (stereo not drawn)	85	65	82	97	84	106	101	89	101
O=C1[C@@H]2Cc3c([nH]c4ccccc34)[C@H](c3c(Cl)cccc3Cl)N2C(=O)CN1C1CCN(Cc2c(Cl)cccc2Cl)CC1	82	54	64	100	66	96	87	94	102
Cc1ccnc(N)c1	89	83	115	100	100	102	113	116	107
CC(C(=O)n1ccc(-c2ccc(Cl)cc2)n1)c1ccc(NS(C)(=O)=O)cc1 (stereo not drawn)	93	94	93	92	108	102	95	104	97
COc1cc(/C=C2\SC(=S)N(/C=C(/C#N)C(=O)c3ccc4ccccc4c3)C2=O)cc(OC)c1OC	61	42	77	117	90	88	79	77	82
O=C1CSC(=S)N1Nc1ccccc1	92&89	78&69	101	106&119	118&115	104&113	98&102	88&80	93&97
CCCCCCSc1ncnc2nc[nH]c12	86	65	96	103	78	95	97	100	90
CC(C(=O)OC(C)(C)C)c1ccccc1 (stereo not drawn)	89	86	·	91	104	107	·	99	102
CCN(CC)c1ccc(N)cc1Cl	93	94	118	103	90	107	109	100	109
N#C/C(=C\c1ccc([N+](=O)[O-])cc1)n1nnc2cc(F)c(F)cc21	37	-78*	6.1*	6.1*	-65*	12	-75*	72	-58*
Cn1c(=O)c2c(nc(/N=C/c3ccc([N+](=O)[O-])cc3)n2C)n(C)c1=O	90	81	97	98	114	·	100	106	108
C/C(=N\N=C(N)N)c1c(C)nn(C(=N)N)c1C	94	90	102	102	114	102	108	96	98
COc1cc(-c2nc3ccc(C)cc3[nH]2)ccc1OCC(=O)N=Nc1c(O)[nH]c2ccccc12	-63*	96	-46*	10	-9.9*	-70*	14	-34*	-94*
Cc1cc2c(s1)CCCC1CC(=O)N(CCN3CCOCC3)N=C21 (stereo not drawn)	93	86	109	107	101	105	112	107	94

The final 6 entries of the part before lead into the next.
SMILES	NCI-H522	UO-31	CAKI-1	TK-10	RXF 393	NCI-H460	ACHN	NCI-H322M	786-0
CCN(CC)c1ccc(N)cc1Cl	93	94	118	103	90	107	109	100	109
N#C/C(=C\c1ccc([N+](=O)[O-])cc1)n1nnc2cc(F)c(F)cc21	37	-78*	6.1*	6.1*	-65*	12	-75*	72	-58*
Cn1c(=O)c2c(nc(/N=C/c3ccc([N+](=O)[O-])cc3)n2C)n(C)c1=O	90	81	97	98	114	·	100	106	108
C/C(=N\N=C(N)N)c1c(C)nn(C(=N)N)c1C	94	90	102	102	114	102	108	96	98
COc1cc(-c2nc3ccc(C)cc3[nH]2)ccc1OCC(=O)N=Nc1c(O)[nH]c2ccccc12	-63*	96	-46*	10	-9.9*	-70*	14	-34*	-94*
Cc1cc2c(s1)CCCC1CC(=O)N(CCN3CCOCC3)N=C21 (stereo not drawn)	93	86	109	107	101	105	112	107	94
Cn1cc(-c2nc(-c3cn(C)c4c(Cl)nccc34)cs2)c2cc(F)ccc21	59	75	79	69	89	66	88	85	81
Fc1cc2[nH]ncc2c2c3c(c(-c4cn[nH]c4)nc12)CCCC3	-9.9*	-14*	2.8*	20	-56*	1.3*	1.6*	2.8*	12
O=C(O)c1cc(=O)[nH]c2ccccc12	91&86	82&64	92&97	92&101	109&112	108&113	86&108	127&99	107&98
N/N=C(\c1ccccc1)c1cccs1	88	94	·	96	114	103	·	105	101
O=C(NCCN1CCCCC1)c1ccc(-c2nc3ccc4[nH]ncc4c3c3c2CCCC3)cc1	85	80	74	80	96	93	102	90	95
Cc1ccccc1OCc1nnc(-c2ccc(Oc3ccc(Cl)cc3Cl)cc2)o1	97	88	93	104	101	109	107	101	98
COc1ccc(-c2ccccc2-c2nc(-c3ccccc3)c(-c3ccccc3)n2Cc2ccccc2)cc1OC	47	42	·	74	79	46	·	66	81
Cc1ccc(-c2cc(-c3nnc(SCC(=O)N4CCN(c5cc6c(cc5F)c(=O)c(C(=O)O)cn6C5CC5)CC4)o3)c3ccccc3n2)cc1	93	97	91	99	112	103	108	·	97
Cc1ccc(S(=O)(=O)NC(CCC(=O)Nc2ccccc2)C(=O)Nc2ccccc2)cc1 (stereo not drawn)	-72*	-16*	12	-13*	-25*	-4.5*	-51*	-17*	-16*
CCCCn1c(=O)c(-c2cc(-c3ccc(Cl)cc3)nc(-c3ccc(Cl)cc3)c2)cc2ccccc21	91	89	90	118	116	102	96	99	101
COc1ccc2c(=O)c(OC)c(-c3cc(OC)c(OC)c(OC)c3)oc2c1	·	-82*	·	124	·	102	92	89	68
CCOC(=O)c1c(Nc2ccccc2)nn2c(-c3ccco3)ccnc12	86	93	88	104	67	100	103	104	92
O=S(=O)(NCCNc1nccc(-c2c(-c3ccc(F)cc3)nc3sccn23)n1)c1ccc(C(F)(F)F)cc1	84	55	83	103	79	70	55	107	85
CCOC(=O)c1cc2c([nH]1)-c1nc(Nc3ccccn3)sc1CCC2	62	42	69	126	96	89	42	70	109
C(=N\N=C\c1ccc2c(c1)OCO2)/c1ccc2c(c1)OCO2	63	83	93	85	110	109	77	78	99
O=C(CNc1nc(-c2ccccc2)cs1)Nc1ccc([N+](=O)[O-])cc1Cl	-19*	26	45	53	·	52	39	60	38
O=C(ON1C(=O)N[C@H]2CCCC[C@@H]2C1=O)c1ccccc1	·	80	89	·	97	102	91	·	102
Cc1cc(NS(=O)(=O)c2ccc(Nc3nc(CN/N=C/c4ccc([N+](=O)[O-])cc4)nc4ccccc34)cc2)no1	91	84	80	114	98	85	92	90	97
CCCC(=O)N(CCC(C)C)c1ccccc1	91	82	101	97	110	110	107	93	96
Cc1onc(-c2c(Cl)cccc2Cl)c1C(=O)Oc1ccc(-c2ccc(OC(=O)c3c(-c4c(Cl)cccc4Cl)noc3C)cc2)cc1	92	81	89	106	·	102	96	98	99
Nc1nnc(-c2ccccn2)c(-c2c[nH]c3ccc(Br)cc23)n1	77	74	74	136	104	101	82	91	97
COc1ccccc1CNC(=O)C1c2ccccc2C(=O)N(CC(C)C)C1c1cccs1 (stereo not drawn)	41	92	53	76	-2.2*	56	54	70	75
[2H]C([2H])([2H])Oc1c(F)cccc1/C=C/C(=O)/C=C(/C=C/c1cccc(F)c1OC([2H])([2H])[2H])OB(F)F	90	83	93	107	105	105	98	91	99
S=c1nc(-c2ccc(Cl)cc2)cc(-c2ccco2)[nH]1	90	80	·	160	121	109	101	100	101
C/C(=C\c1csc(C)n1)[C@@H]1C[C@@H]2O[C@]2(C)CCC[C@H](C)[C@H](O)[C@@H](C)C(=O)C(C)(C)[C@@H](O)CC(=O)N1	-81*	-86*	-88*	-68*	-83*	-86*	-100*	-83*	-22*

Overlap with the part before: two entries, then new ones.
SMILES	NCI-H522	UO-31	CAKI-1	TK-10	RXF 393	NCI-H460	ACHN	NCI-H322M	786-0
S=c1nc(-c2ccc(Cl)cc2)cc(-c2ccco2)[nH]1	90	80	·	160	121	109	101	100	101
C/C(=C\c1csc(C)n1)[C@@H]1C[C@@H]2O[C@]2(C)CCC[C@H](C)[C@H](O)[C@@H](C)C(=O)C(C)(C)[C@@H](O)CC(=O)N1	-81*	-86*	-88*	-68*	-83*	-86*	-100*	-83*	-22*
CCCCCCCCCCCCCCCc1cccc(O)c1	81	56	·	99	147	104	107	102	110
COc1cc(/C=C/c2nc3ccccc3c(=O)n2-c2ccc(C#Cc3ccccc3)cc2C)cc(OC)c1OC	86	76	85	100	102	92	100	98	104
O=C(/C=C\c1ccccc1)c1ccc(Cl)cc1	67	79	86	82	112	106	99	92	73
CC(=O)NNc1ccc2nnc(-c3ccc(Br)cc3)n2n1	85	82	90	103	68	106	101	107	86
Clc1ccc(-c2csc(NN=C(c3ccccc3)c3ccccc3)n2)cc1	76	76	98	100	104	88	104	100	102
COc1ccc(-c2cs/c(=N\N=C\c3cccc(F)c3)n2C)cc1	74	61	75	103	113	89	89	99	101
N#Cc1c(Nc2ccc(Cl)cc2)nn2c(-c3ccc(Cl)cc3)c(-c3nc4ccccc4s3)c(N)nc12	92	83	90	133	100	104	104	104	100
CCN(CC)CCOC(=O)c1ccc(C)c(C)c1	83	90	98	93	101	102	102	·	102
CCCC(=O)Oc1cc(C)c2sc(=O)[nH]c2n1	97&88	91&84	83&92	99&100	110&117	103&106	101&99	117&104	103&104
Cc1nnc(N2CCN(c3ccccn3)CC2)c2ccccc12	95	102	95	83	99	103	100	107	92
COC(=O)c1oc2c(C(C)=O)c(OCCN3CCCCC3)ccc2c1C	80	85	·	92	124	131	108	85	53
Cc1cc(C)n(C(=O)CSc2nnc3n(Cc4ccccc4)c(=O)c4c(C)c(C(N)=O)sc4n23)n1	94	76	86	112	127	96	105	116	115
COC(=O)c1c2c(c(C)[n+]([O-])c1C)C(=O)C(NCc1cccc(Cl)c1)=CC2=O	-10*	51	42	74	34	10	27	1.9*	40
O=[N+]([O-])c1ccc(N=NNc2ccccc2)cc1	63	60	94	89	105	103	89	85	80
Brc1cn2[n+](c1)[B-]n1cc(Br)c[n+]1[B-]2	96	84	99	99	110	99	106	100	85
CCOC(=O)COc1ccc2c(c1)O/C(=C\c1ccc(O)cc1)C2=O	97	78	93	106	114	104	102	100	112
O=[N+]([O-])c1ccc2c(c1)sc1nc(-c3c[nH]c4ccccc34)c(Nc3ccc(Br)cc3)n12	81	65	75	121	94	99	101	105	108

Assay outcomes as filed in PubChem.
